Compound activity deposited in PubChem BioAssay by several laboratories.
VIM-2 inh: VIM-2 metallo-beta-lactamase inhibitors, primary screen, biochemical, epi-absorbance readout, Pseudomonas aeruginosa enzyme. purified VIM-2, nitrocefin hydrolysis, epi-absorbance fluorescence. inhibition, % at 5.6 µM. 290,000 tested, 0.89% active. AID 1527, 2009;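 active = inhibition above the mean of all tested compounds plus 3 SD, cutoff set per screening run, cut at about 7.5% in these data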;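 note: red hydrolysis product quenches plate fluorescence so inhibitors raise well fluorescence; 0% = enzyme with DMSO and 100% = DMSO without enzyme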
IDE cell activ: human IDE activators in live cells, primary screen, fluorescence polarization, HEK cells, FAbeta-B substrate; 340,000 tested, 0.073% active; activation, % at 5.96 µM; FAbeta-B cleavage; 0% vehicle, 100% cell-free pure enzyme wells;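 active = activation above the mean of all tested compounds plus 3 SD, set per screening campaign, cut at about 17% in these data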
Target sequence (P14735 whole entry, looked up): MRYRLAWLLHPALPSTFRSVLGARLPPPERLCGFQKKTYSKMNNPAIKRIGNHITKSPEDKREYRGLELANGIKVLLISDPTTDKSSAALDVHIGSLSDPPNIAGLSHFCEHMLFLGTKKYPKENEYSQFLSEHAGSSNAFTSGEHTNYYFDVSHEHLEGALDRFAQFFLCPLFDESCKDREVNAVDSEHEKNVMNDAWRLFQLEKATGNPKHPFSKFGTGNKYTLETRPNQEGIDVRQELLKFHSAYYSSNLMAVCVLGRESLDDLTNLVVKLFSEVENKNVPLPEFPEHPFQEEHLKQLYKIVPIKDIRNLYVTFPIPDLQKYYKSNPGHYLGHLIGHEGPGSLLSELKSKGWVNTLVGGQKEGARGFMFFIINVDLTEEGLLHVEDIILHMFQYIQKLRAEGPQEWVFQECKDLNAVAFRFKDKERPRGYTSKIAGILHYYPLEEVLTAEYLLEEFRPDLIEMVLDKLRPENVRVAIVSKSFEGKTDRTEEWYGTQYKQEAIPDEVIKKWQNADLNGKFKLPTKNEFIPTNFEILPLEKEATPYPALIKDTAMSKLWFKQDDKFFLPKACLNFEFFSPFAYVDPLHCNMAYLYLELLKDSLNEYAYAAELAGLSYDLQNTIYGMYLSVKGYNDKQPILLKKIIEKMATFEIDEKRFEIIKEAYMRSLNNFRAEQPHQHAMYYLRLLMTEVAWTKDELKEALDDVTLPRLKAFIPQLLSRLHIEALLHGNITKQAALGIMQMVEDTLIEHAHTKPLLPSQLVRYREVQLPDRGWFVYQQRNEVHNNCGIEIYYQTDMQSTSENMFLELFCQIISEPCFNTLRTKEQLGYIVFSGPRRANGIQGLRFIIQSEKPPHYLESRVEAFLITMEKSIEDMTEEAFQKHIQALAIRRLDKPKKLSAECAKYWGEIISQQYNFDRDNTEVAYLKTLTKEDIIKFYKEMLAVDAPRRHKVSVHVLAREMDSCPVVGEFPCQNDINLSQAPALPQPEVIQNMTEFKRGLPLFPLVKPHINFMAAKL
FID counter: compounds displacing fluorescent DNA intercalator, primary screen, artefact control for HCV NS3 helicase inhibitor project, biochemical, FID fluorescence. DNA fluorescent intercalator displacement. inhibition, % at 7.9 µM. 290,000 tested, 0.17% active. AID 1845, 2009; in the data active = inhibition above about 37%;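 note: 0% = vehicle and 100% = reference compound; higher means more ethidium bromide displaced from hairpin DNA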
p-CIP stab down: p/CIP-EGFP fusion destabilizers, primary screen, fluorescence, F442A cells; AID 1984, 2009; Q05BA5; 16 h; 290,000 tested, 0.01% active; decrease of EGFP signal, % at 10 µM;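 active = EGFP signal decrease of at least 30% at 10 µM or well 3 SD below plate mean, unless failing retest; inactive = the rest, including hits failing retest or dose response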; note: some compounds called inactive have numbers as strong as hits; many of its hits are not listed in these tables
IDE inh: human IDE inhibitors in live cells, primary screen, fluorescence polarization, HEK cells, FAbetaB substrate; Insulin-degrading enzyme (Homo sapiens), P14735; FAbetaB cleavage; inhibition, % at 5.59 µM; 320,000 tested, 0.41% active; AID 434962, 2010;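 active = percent inhibition above the average of all tested compounds plus 3 SD, set per screening campaign, cut at about 16% in these data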;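 note: IDE supplied by intact live HEK cells; FP after avidin binding of uncleaved biotin substrate so inhibition keeps polarization high; 0% = DMSO wells and 100% = 60 µM reference IDE inhibitor Ii1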
PfM18AAP inh: PfM18AAP inhibitors, malaria aminopeptidase, primary screen, biochemical, QFRET, recombinant enzyme; M18 aspartyl aminopeptidase (Plasmodium falciparum 3D7); H-Glu-NHMec fluorogenic cleavage; inhibition, % at 7.35 µM; 290,000 tested, 1.2% active; AID 1822, 2009;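 active = inhibition above the campaign mean inhibition over all tested compounds plus 3 SD, cut at about 28% in these data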;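 note: 0% = plate median of test compound wells and 100% = 2 mM ZnCl2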
HCV NS3 hel inh: inhibitors of HCV NS3 helicase, primary screen, biochemical, Cy5 molecular beacon fluorescence; 290,000 tested, 0.56% active; Hepatitis C virus NS3 helicase; NS3 helicase DNA unwinding; inhibition, % at 10.9 µM;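 active = inhibition above the mean of all tested compounds plus 3 SD, set per campaign, cut at about 35% in these data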;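 note: 0% = DMSO wells and 100% = thioflavine S control wells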
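Material: hepatitis C virus NS3 helicase domain fragment enzyme; measured by: Cy5 fluorescence, 0 and 60 min reads; control set: DMSO and thioflavine S; incubation: 60 min unwinding reaction at 25 °C after ATP addition; read-out basis: % inhibition from 60/0 min fluorescence ratio, DMSO 0%, thioflavine S 100%; repeats: singlicate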
SUMO HTRF inh: inhibitors of in vitro SUMOylation cascade, primary screen, biochemical, HTRF, uHTS | SUMO-conjugating enzyme UBC9 (Homo sapiens), P63279 | 290,000 tested, 0.36% active | HTRF SUMOylation assay, SAE1/SAE2 + UBC9 | inhibition, % at 35 µM; in the data active = inhibition above about 50%, passing the limit was not always enough; note: strong numbers were not always called active
IMP-1 inh: IMP-1 metallo-beta-lactamase inhibitors, primary screen, biochemical, epi-absorbance readout, Pseudomonas aeruginosa enzyme; AID 1556, 2009; metallo-beta-lactamase IMP-1 (Pseudomonas aeruginosa); 290,000 tested, 0.45% active; purified IMP-1, nitrocefin hydrolysis, epi-absorbance fluorescence; inhibition, % at 5.6 µM;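 active = inhibition above the mean plus 3 SD of all compounds in the same screening run, cut at about 4.5% in these data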;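 note: 0% = IMP-1 with DMSO and 100% = DMSO wells lacking enzyme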
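Assay system: purified IMP-1; Quantity: IMP-1 0.2 nM before substrate addition; Medium: HEPES buffer pH 7.1 with ZnSO4 and Brij 35; Incubation: 15 min enzyme–compound preincubation, then 25 min nitrocefin reaction, 25 °C; Signal: fluorescence quenching readout, ex 480/em 530 nm; Controls: DMSO with and without IMP-1; Repeats: singlicate testing.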
Active calls of the source: *; . = no result given.

1) Cn1c2c(c(=O)n(C)c1=O)C(c1ccc(F)cc1)C(C#N)=C(N)O2 (configuration not stated)
2) CCOC(=O)COc1ccc2c3c(c(=O)oc2c1C)CCC3
3) COc1ccc(-c2nc(NC(=O)C3CCN(c4nc5ccccc5o4)CC3)sc2C)cc1
4) COc1ccc(CNC(=O)CCn2c(=O)[nH]c3ccccc3c2=O)cc1
5) Cc1cc(C)nc(/N=C2\NC(=O)CC(C(=O)O)N2c2ccc(F)c(Cl)c2)n1 (configuration not stated)
6) Cc1nn(CC(=O)NCC2CCCO2)c(C)c1[N+](=O)[O-] (configuration not stated)
screen / no.,1,2,3,4,5,6
VIM-2 inh,-3.0,8.1*,-1.9,-4.3,0.7,-0.9
IDE cell activ,6,3,-17,4,.,8
FID counter,-2,-16,-5,-4,2,0
p-CIP stab down,3,-6,-6,23,-1,-2
IDE inh,2,6,15,0,-1,5
PfM18AAP inh,-4,-9,-3,4,1,-2
HCV NS3 hel inh,-3,-9,2,0,2,10
SUMO HTRF inh,8,6,-44,0,-1,12
IMP-1 inh,-1.8,-1.1,-2.7,-4.5,-3.5,-2.4

7) O=C(NCCCN1CCOCC1)c1sc2ccccc2c1Cl
8) CC1(C)Cc2c(sc3nc(-c4cc5ccccc5o4)n(N)c(=O)c23)CO1
9) O=C(Nc1nccs1)c1ccc(Cl)c(S(=O)(=O)N2CCOCC2)c1
10) NS(=O)(=O)c1cccc(NS(=O)(=O)c2ccc(/C=C/C(=O)OCC(=O)c3ccc(Br)cc3)cc2)c1
11) O=C(O)c1cn(-c2ccccc2)c(=O)c2ccccc12
12) Cc1cc(C)nc(NS(=O)(=O)c2ccc(CC(C)C)cc2)c1
screen / no.,7,8,9,10,11,12
VIM-2 inh,1.2,1.6,-2.6,0.9,2.0,-2.9
IDE cell activ,-4,2,1,3,-1,3
FID counter,4,-1,-6,-13,1,-30
p-CIP stab down,-14,-7,3,-12,1,-13
IDE inh,-3,1,7,14,4,3
PfM18AAP inh,2,14,-2,2,15,-5
HCV NS3 hel inh,7,-6,-4,-9,-7,-15
SUMO HTRF inh,24,22,13,-7,22,34
IMP-1 inh,-3.2,-3.8,-2.1,0.4,-2.2,-4.0

13) COc1cc2[nH]c(C(=O)N3CCc4ccccc43)cc2c(OC)c1OC
14) CNC(=O)NNC(=O)c1onc(-c2c(Cl)cccc2Cl)c1C(=O)OC
15) Cc1cccc(-c2oc3ccc(-c4ccc5c(c4)OCO5)cc3c2/C=C/c2ccc(N)cc2)c1
16) COc1cc(C)c(COc2ncnc3ccccc23)cc1OC
17) Cc1[nH]n2c(=O)cc(Cc3ccccc3)nc2c1C#N
18) COc1cccc(CN=CC2=C(O)CC(C)(C)CC2=O)c1OC
screen / no.,13,14,15,16,17,18
VIM-2 inh,0.0,-4.0,-2.1,-2.2,-6.4,-4.1
IDE cell activ,1,-2,2,-1,-2,1
FID counter,-26,-3,-17,-11,-9,-11
p-CIP stab down,-8,-10,-16,-8,-3,3
IDE inh,-5,-3,1,2,3,6
PfM18AAP inh,-1,-3,1,-2,6,4
HCV NS3 hel inh,-4,15,45*,5,5,7
SUMO HTRF inh,14,-1,17,0,8,-9
IMP-1 inh,-1.9,-3.9,-3.3,-1.8,-9.5,-2.5

19) CC(C)(CCl)C(=O)Nc1ccc(Sc2ccc(F)cc2)cc1
20) COc1ccccc1N(Cc1ccccc1)S(=O)(=O)c1cccc(C(=O)O)c1
21) COc1ccc(NC(=S)NCc2cccnc2)cc1OC
22) CC(C)OC(=O)CSc1nnc2n1C(C)(C)Cc1ccccc1-2
23) CCCc1nnc(NC(=O)C2CCN(C(=O)C3CC(=O)N(c4ccc(C)cc4)C3)CC2)s1 (configuration not stated)
24) CSc1nc2sc3c(c2c(=O)n1CC(C)C)CC(C)(C)OC3
screen / no.,19,20,21,22,23,24
VIM-2 inh,1.2,-1.6,-1.7,-2.0,-0.5,-1.4
IDE cell activ,2,4,-5,2,1,.
FID counter,-3,-33,-2,-18,-50,-3
p-CIP stab down,-15,-14,6,-1,25,-9
IDE inh,2,-1,-1,0,4,6
PfM18AAP inh,-10,-1,3,-6,-2,-1
HCV NS3 hel inh,-6,11,3,-2,6,17
SUMO HTRF inh,9,-12,5,18,11,12
IMP-1 inh,-1.1,-3.6,-2.6,-4.4,-0.6,-1.3

VIM-2 inh: what is marked active above.
nr | SMILES | VIM-2 inh | IDE cell activ | p-CIP stab down | IDE inh | PfM18AAP inh | HCV NS3 hel inh | SUMO HTRF inh | IMP-1 inh
2 | CCOC(=O)COc1ccc2c3c(c(=O)oc2c1C)CCC3 | 8.1* | 3 | -6 | 6 | -9 | -9 | 6 | -1.1

Continued.
25) O=C(Nc1cccc(C(F)(F)F)c1)c1cnc2n(c1=O)CCS2
26) CCn1c(Cc2ccccc2)nnc1SCC(=O)Nc1ccc(N2CCOCC2)c(Cl)c1
27) O=C(O)COc1ccccc1/C=N/NC(=O)CSc1nc2ccccc2c(=O)n1-c1ccc(Cl)cc1
28) CSCCCNC(=S)Nc1ccc(N2CCOCC2)cc1
29) COC(=O)c1ccc(NC(=O)COc2ccc(S(=O)(=O)N3CCCCC3)cc2)cc1
30) Cc1ccc(NS(=O)(=O)c2cc3c4c(c2)CC(=O)N4CCC3)cc1C
screen / no.,25,26,27,28,29,30
VIM-2 inh,-3.2,0.5,-4.6,6.4,1.4,-2.8
IDE cell activ,-2,3,0,2,-2,2
FID counter,3,-29,-31,8,-6,-30
p-CIP stab down,-18,-1,-14,-9,-6,-16
IDE inh,5,4,-1,10,1,2
PfM18AAP inh,2,-10,-4,9,-4,2
HCV NS3 hel inh,7,-6,14,6,-2,-2
SUMO HTRF inh,9,-4,13,15,-4,.
IMP-1 inh,-4.2,-2.0,-3.5,-2.1,-0.9,-2.1

A different layout for part of the listing above.
Screens in order: VIM-2 inh	IDE cell activ	FID counter	p-CIP stab down	IDE inh	PfM18AAP inh	HCV NS3 hel inh	SUMO HTRF inh	IMP-1 inh
25. O=C(Nc1cccc(C(F)(F)F)c1)c1cnc2n(c1=O)CCS2
    -3.2	-2	3	-18	5	2	7	9	-4.2
26. CCn1c(Cc2ccccc2)nnc1SCC(=O)Nc1ccc(N2CCOCC2)c(Cl)c1
    0.5	3	-29	-1	4	-10	-6	-4	-2.0
27. O=C(O)COc1ccccc1/C=N/NC(=O)CSc1nc2ccccc2c(=O)n1-c1ccc(Cl)cc1
    -4.6	0	-31	-14	-1	-4	14	13	-3.5
28. CSCCCNC(=S)Nc1ccc(N2CCOCC2)cc1
    6.4	2	8	-9	10	9	6	15	-2.1
29. COC(=O)c1ccc(NC(=O)COc2ccc(S(=O)(=O)N3CCCCC3)cc2)cc1
    1.4	-2	-6	-6	1	-4	-2	-4	-0.9
30. Cc1ccc(NS(=O)(=O)c2cc3c4c(c2)CC(=O)N4CCC3)cc1C
    -2.8	2	-30	-16	2	2	-2	.	-2.1

Next entries follow:
31) COc1cc(C2C(C(=O)c3cccs3)=C(O)C(=O)N2CCN2CCOCC2)cc(OC)c1OC (configuration not stated)
32) CCCOc1ccc(N2C(=O)CC(N(CCc3ccc(OC)cc3)C(=O)c3cccc(F)c3)C2=O)cc1 (configuration not stated)
33) Cn1c(-c2ccccc2)cnc1NCc1cccc([N+](=O)[O-])c1
34) Cc1cc(C(=O)NNC(=S)NC2CCCCC2)cs1
35) CCOC(=O)N1CCC(N2Cc3cccc(C(=O)NCc4ccccc4OC)c3C2=O)CC1
36) CC(=O)Nc1nc(C)c(C(C)(C)C)s1
screen / no.,31,32,33,34,35,36
VIM-2 inh,-1.3,0.2,-3.3,-1.7,-2.5,-1.3
IDE cell activ,4,3,1,4,-1,2
FID counter,1,-13,12,-6,-33,-4
p-CIP stab down,9,-2,11,-20,0,3
IDE inh,0,4,-4,1,4,0
PfM18AAP inh,-1,-8,13,9,6,-6
HCV NS3 hel inh,-3,-17,-16,4,-4,7
SUMO HTRF inh,-18,-12,11,-5,-6,-15
IMP-1 inh,-1.6,-2.0,-1.5,-2.0,-0.8,-1.6

37) Cn1ncc([N+](=O)[O-])c1C(=O)Nc1ccc(Cl)cc1
38) O=C(NNC(=O)c1ccccc1O)c1ccc(Cl)cc1
39) Cc1cc(=O)n(-c2ccc(O)cc2)[nH]1
40) Cc1nc2nc(C)c(CCC(=O)NCCC3=CCCCC3)c(C)n2n1
41) COc1ccc(C2Nc3ccccc3C(=O)N2Cc2ccccc2)cc1COc1ccccn1 (configuration not stated)
42) COc1ccc(Cl)cc1-c1nc(-c2ccncc2)no1
screen / no.,37,38,39,40,41,42
VIM-2 inh,-0.5,-0.4,-1.2,-1.0,-4.3,-1.7
IDE cell activ,0,5,3,5,3,3
FID counter,4,-3,2,-9,-31,0
p-CIP stab down,0,-2,-11,5,3,-12
IDE inh,-3,-4,4,0,3,0
PfM18AAP inh,-6,13,-29,4,1,-2
HCV NS3 hel inh,-10,3,5,3,7,0
SUMO HTRF inh,-1,-6,12,-27,5,19
IMP-1 inh,-1.0,-1.7,-3.9,-0.5,-1.7,-4.2

Quoted from the listing:
compound 41 | SUMO HTRF inh = 5
compound 38 | VIM-2 inh = -0.4
compound 40 | VIM-2 inh = -1.0
compound 42 | IMP-1 inh = -4.2

(continued)
43) CCC(=O)c1ccc(OCC(O)Cn2nc(C)cc2C)cc1 (configuration not stated)
44) CN1CCN(CCCNC(=O)Nc2ccc([N+](=O)[O-])cc2)CC1
45) Cc1cc(Br)ccc1OCC(=O)NNC(=O)CCc1ccccc1
46) COc1cccc(NC(=O)c2nn(C34CC5CC(CC(C5)C3)C4)cc2[N+](=O)[O-])c1
screen / no.,43,44,45,46
VIM-2 inh,-2.8,-3.3,-3.8,-1.7
IDE cell activ,3,4,4,-5
FID counter,-26,6,-17,-11
p-CIP stab down,14,-1,-8,3
IDE inh,-4,3,1,5
PfM18AAP inh,-4,4,0,-1
HCV NS3 hel inh,4,0,-5,-6
SUMO HTRF inh,9,5,4,2
IMP-1 inh,-1.9,-4.2,-3.7,-2.5

Compounds as they come; about 3.6% have a hit in one of these screens.
